HEK293 cAMP ctrl: counter-screen for TSHR agonists: cAMP increase in parental HEK293 | parental HEK293 CNG cAMP sensor, membrane potential fluorescence | Potency, µM (highest dose often 57.1 µM), without a hit: at the top dose activation, hits mostly activators | 73,000 tested, 2.5% active | AID 938; also: potency is read from the fitted curve at half-maximal effect; % of control where 0% means no effect; nearly all actives have a fitted effect of over 55% in size
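Counterscreen for endogenous-receptor signalling: CNG-channel HEK 293 cells report cAMP rise by membrane depolarization. After 60 min dye equilibration with 100 uM RO 20-1724, compounds incubated 30 min before bottom-read fluorescence at 590 nm.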
Caspase-1 inhib: blocks human caspase-1 allosterically or competitively; P29466; Caspase-1 enzyme, Ac-WEHD-AFC fluorogenic rate; Potency, µM (highest dose often 57.5 µM), without a hit: at the highest dose activity change, negative = inhibition, actives largely listed as inhibitors; 75,000 tested, 0.03% active;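 also: potency is read from the fitted curve at half-maximal effect; plate controls were vehicle for no effect and no substrate for full effect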
Tau filament bind: tau filament binding; recombinant tau filaments, thioflavin S fluorescence, 15 h; filaments grown with octadecylsulfate alongside compound; P10636; Potency, µM (doses to about 57.1 µM), without a hit: at the top dose activity change, negative = inhibition; AID 596; 71,000 tested, 2% active;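 also: potency is read from the fitted curve at half-maximal effect; % is scaled to controls: 0 for no effect and ±100 for the full control effect; actives lower thioflavin S fluorescence by blocking filaments or displacing dye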
Target sequence (P10636 whole entry, looked up): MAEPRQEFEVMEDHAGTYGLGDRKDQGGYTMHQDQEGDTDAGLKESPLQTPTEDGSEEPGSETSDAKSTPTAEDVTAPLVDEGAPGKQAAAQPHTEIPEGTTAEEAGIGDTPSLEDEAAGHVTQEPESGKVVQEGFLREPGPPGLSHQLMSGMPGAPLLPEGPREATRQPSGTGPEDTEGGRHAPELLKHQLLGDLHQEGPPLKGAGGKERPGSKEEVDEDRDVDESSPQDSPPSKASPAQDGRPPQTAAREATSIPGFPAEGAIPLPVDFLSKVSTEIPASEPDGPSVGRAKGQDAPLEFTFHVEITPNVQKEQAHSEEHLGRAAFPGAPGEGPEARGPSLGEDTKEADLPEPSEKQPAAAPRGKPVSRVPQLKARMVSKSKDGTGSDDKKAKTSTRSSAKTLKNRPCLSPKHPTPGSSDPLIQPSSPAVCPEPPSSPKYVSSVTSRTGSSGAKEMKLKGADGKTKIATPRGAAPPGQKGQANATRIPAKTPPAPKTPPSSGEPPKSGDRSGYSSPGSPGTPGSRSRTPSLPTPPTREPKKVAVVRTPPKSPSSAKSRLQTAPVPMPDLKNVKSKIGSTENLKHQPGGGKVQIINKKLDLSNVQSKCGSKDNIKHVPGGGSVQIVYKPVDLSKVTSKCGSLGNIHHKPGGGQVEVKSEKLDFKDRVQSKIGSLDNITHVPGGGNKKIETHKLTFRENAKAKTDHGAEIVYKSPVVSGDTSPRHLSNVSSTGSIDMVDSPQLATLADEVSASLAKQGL
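ThS-based fibril read: tau 1 uM final, inducer ODS 30 uM final, 37 C for 15 h, ex 450/em 510 nm.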
Fluorescein fluor: compound fluoresces in the fluorescein spectral region; Compound autofluorescence, 480/540 nm, fluorescein-equivalent; hits give high values; max fluorescein-equivalent concentration, M; 59,000 tested, 0.91% active; in the data active = max fluorescein-equivalent concentration above about 10 nM; inconclusive = between about 1.1 nM and that limit
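In this qHTS profile, compound fluorescence was measured with a 480 nm/540 nm filter pair following a 15-min room-temperature incubation in 100 mM Tris (pH 8.0). A six-point fluorescein series on each plate served for normalization.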
ERK AVP inh: blocks ERK signaling stimulated by vasopressin; HEK293-V1b, vasopressin-stimulated pERK AlphaScreen; Potency, µM (highest dose often 57.5 µM), for inactives: top-dose activity, negative = inhibition, hits mostly inhibitors; 72,000 tested, 0.99% active; AID 995; also: potency is read from the fitted curve at half-maximal effect; % is scaled to controls: 0 for no effect and ±100 for the full control effect; nearly all actives have a fitted effect of over 55% in size
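qHTS, compounds titrated on V1b-expressing HEK293 cells. Preincubation 30 min at 37C, vasopressin 25 nM for 5 min, lysis 10 min, bead incubation 5 hr at room temperature.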
Caspase-7 inhib: caspase-7 (human) inhibition, allosteric or competitive; 75,000 tested, 0.02% active; recombinant caspase-7, Ac-DEVD-AFC fluorescence rate; Potency, µM (top dose mostly 57.5 µM), inactives show top-dose activity change, negative = inhibition, actives largely listed as inhibitors; active = well fitted inhibition curve with a large enough effect in the main read-out, with a control signal flat, not every such curve was filed as active; inconclusive = small, poorly fitted or top-dose-only effect, or a change in a side signal; also: potency is read from the fitted curve at half-maximal effect; % of control where 0% means no effect
Target sequence (P55210 24-198 limits assumed): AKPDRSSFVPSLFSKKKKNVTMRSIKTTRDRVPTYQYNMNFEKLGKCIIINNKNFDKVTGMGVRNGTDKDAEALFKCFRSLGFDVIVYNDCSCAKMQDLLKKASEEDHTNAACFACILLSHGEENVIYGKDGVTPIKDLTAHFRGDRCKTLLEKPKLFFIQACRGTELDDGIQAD
Target sequence (P55210 207-303 limits assumed): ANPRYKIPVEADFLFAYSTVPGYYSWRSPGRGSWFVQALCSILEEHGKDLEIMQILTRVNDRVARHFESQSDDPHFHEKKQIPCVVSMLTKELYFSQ
Rhodamine fluor: compound autofluorescence in rhodamine spectral region; 59,000 tested, 0.05% active; Rhodamine-region fluorescence, 547/598 nm, Tris buffer; hits give high values; max dye-equivalent concentration, M; AID 594; in the data active = max dye-equivalent concentration above about 11 nM; inconclusive = between about 1.1 nM and that limit
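Steps: pin-transfer compounds into pH 8.0 Tris (100 mM), hold 15 min at room temperature, image with a 547/598 nm filter pair, and convert intensities to rhodamine-equivalent concentration using a six-point on-plate rhodamine series.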
4-MU autofl: compounds fluorescent in 4-MU spectral region; compound autofluorescence, 340/450 nm, 4-MU equivalents; hits give high values; max dye-equivalent concentration, M; 59,000 tested, 11% active; AID 589; in the data active = max dye-equivalent concentration above about 10 nM; inconclusive = mostly about 1.1 nM to 9.6 nM
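Intrinsic fluorescence at 340/450 nm (ex/em) was read after 15 min at room temperature in pH 8.0, 100 mM Tris. Each compound concentration expressed as 4-MU-equivalent concentration from a six-point 4-MU standard series on each plate.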
Luciferase inh: firefly luciferase inhibition | P08659 | purified firefly luciferase, luminescence, 8 min | Potency, µM (titrated, usually from 57.1 µM), without a hit: at the highest dose activity change, negative = inhibition, usual class: inhibitors | 72,000 tested, 2.2% active | AID 411; also: potency is read from the fitted curve at half-maximal effect; % is scaled to controls: 0 for no effect and ±100 for the full control effect; nearly all actives have a fitted effect of over 40% in size
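Here, luciferase activity is measured as luminescence following an 8 min room-temperature reaction at 10 uM ATP, pH 7.2. Every library sample is titrated.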
A350 autofl: A350 region autofluorescence | Compound autofluorescence, 340/450 nm, Alexa 350 dye-equivalents; hits give high values | max dye-equivalent concentration, M | 59,000 tested, 11% active | AID 590; in the data active = max dye-equivalent concentration above about 10 nM; inconclusive = mostly about 1.1 nM to 9.6 nM
TexasRed autofl: compound fluoresces in the Texas Red spectral region; Compound fluorescence, Texas Red channel, 547/618 nm; hits give high values; max dye-equivalent concentration, M; 59,000 tested, 0.06% active; AID 587; in the data active = max dye-equivalent concentration above about 10 nM; inconclusive = between about 1.1 nM and that limit
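Compound titrations in 100 mM Tris pH 8.0 were incubated 15 min at room temperature and read at 547 nm excitation / 618 nm emission. Texas Red six-point standard curve on each plate converted fluorescence to dye-equivalent concentration.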
Numbers without * were called inactive; i = inactive; u = inconclusive; x = not tested or not shown; [ ] = dose if it differs, or a comment. Unless noted, calls follow the shape of the dose curve; as a rule, active = well fitted curve in the direction sought with a large enough effect; inconclusive = small, poorly fitted or top-dose-only effect, or another doubt; inactive = no such curve, though single readings can be large; an effect the other way counts as inactive or inconclusive. A portion of the library. The share of hits here may be higher or lower than overall.

SMILES | HEK293 cAMP ctrl | Caspase-1 inhib | Tau filament bind | Fluorescein fluor | ERK AVP inh | Caspase-7 inhib | Rhodamine fluor | 4-MU autofl | Luciferase inh | A350 autofl | TexasRed autofl
CCOC(=O)C1=C(C(C)=O)C(c2cccnc2)C(C#N)=C(N)O1 (stereo not given) | x | x | x | i | x | x | i | 1.5e-08M* | 1%[25.5 µM] | 2e-08M* | u
COCCCNS(=O)(=O)c1ccc(OC)c(Cl)c1Cl | 9% | -1% | 4% | i | 2% | 1% | i | i | 5% | i | i
COc1cccc(NC(=O)c2oc3ccccc3c2NC(=O)c2ccc3c(c2)OCO3)c1 | 16% | -1% | 47% | i | 11% | -1% | i | 1.8e-07M* | 4µM* | 1.5e-07M* | i
O=S1(=O)N=C(N2CCOCC2)c2ccccc21 | 4% | 2% | 0% | i | 5% | -1% | i | i | -1% | i | u
C=CCNC(=O)NC(=S)c1ccccc1 | 2% | 2% | 0% | i | -9% | 2% | i | i | -2% | i | i
CCOC(=O)N1CCN(C(=O)CCN2C(=O)COc3ccc(C)cc32)CC1 | -1% | -4% | -13% | i | 8% | 0% | i | i | 2% | i | i
NC(=O)c1ccsc1NC(=O)C1CCCN1S(=O)(=O)c1ccc(Cl)cc1 (stereo not given) | -11% | -2% | -15% | i | -25% | -2% | i | i | -2% | i | i
CS(=O)(=O)n1nc(C(=O)N2CCOCC2)nc1N | -1% | 2% | -6% | i | 18% | 8% | i | i | 0% | i | i
Cn1c(CN2CCCCC2)c(C#N)c2ccccc21 | 11% | -3% | 139% | 2.5e-08M* | 0% | -3% | i | u | -2% | u | i
C=COCCNC(=O)Nc1ccc(Cl)c(Cl)c1 | 4% | -2% | -6% | u | u | 1% | i | i | -1% | i | i
CSCC[C@@H]1NC(=O)C/C=C\[C@@H](C)COC(=O)[C@H](C)COC1=O | 0%[11.4 µM] | -3%[11.5 µM] | x | x | 5%[11.5 µM] | -1%[11.5 µM] | x | x | 2%[11.4 µM] | x | x
CCCOc1cccc(C(=O)N(Cc2ccco2)C2CCS(=O)(=O)C2)c1 (stereo not given) | 14% | -2% | -10% | i | -14% | -1% | i | i | 2% | i | i
COc1ccc(C(=O)N2CCC3(CC2)CCN(c2ncccn2)CC3)cc1 | 19% | -4% | 31% | i | -27% | 1% | i | i | 0%[11.4 µM] | i | i
COC(=O)C1=C(C)Nc2ncnn2C1c1ccccn1 (stereo not given) | 1% | 2% | 1% | i | 9% | 1% | i | i | 1% | i | u
COc1ccc2cc(CN(Cc3cccnc3)S(=O)(=O)c3ccccc3)c(=O)[nH]c2c1 | -7% | 3% | 20% | i | -11% | 0% | i | u | 1% | u | u
O=C(Nc1ccccc1)NC1(C(=O)N2CCN(c3ncccn3)CC2)CCCCC1 | 3% | 1% | -8% | u | 11% | 5% | i | i | 7% | i | u
CCOC(=O)c1c(NC(=O)CSc2nnc(C)s2)sc2c1CCN(C)C2 | 27% | u | 13% | u | -12% | -21% | i | 3.1e-08M* | -7% | 2.7e-08M* | i
O=C(CN(Cc1ccccc1)C(=O)CCC(=O)Nc1ccccn1)NCc1ccco1 | 13% | -1% | -9% | i | -25% | 2% | i | i | -8% | i | i
Cc1ccc(CN2C(=O)CCC2C(=O)NCc2ccco2)cc1 (stereo not given) | 4% | 0% | 10% | i | 18% | 0% | i | i | 3% | i | i
Cc1cc(C(=O)CSc2nnc(-c3ccccc3)n2-c2ccccc2)c(C)n1-c1ncn[nH]1 | 29% | 1% | 17% | i | u | -2% | i | i | 4% | i | i
CSCCC(NC(=O)CCN1C(=O)c2ccccc2C1=O)C(=O)O (stereo not given) | 0% | 3% | -3% | i | 1% | 0% | i | i | 2% | i | i
Cc1ccc(S(=O)(=O)N2CCN(C(=O)CCC(=O)N3CCc4ccccc43)CC2)cc1 | -5% | 1% | 7% | i | -17% | 0% | i | i | -1% | i | i
CCCn1c(C)cc(=O)c2cc(NC(=O)c3cnccn3)ccc21 | u | -2% | u | i | 20% | 3% | i | i | 1% | i | i
O=C(COC(=O)c1cc2ccccc2o1)c1ccccc1 | 8%[11.4 µM] | -1% | 5%[11.4 µM] | x | 15% | 0% | x | x | 13µM* | x | x
CCOC(=O)c1c(NC(=O)CSc2nnc(Cc3csc(N)n3)n2C)sc(C)c1C | 0% | -1% | 8% | i | -22% | 3% | i | i | 0% | i | i
Cc1cccc(N2CCN(C(=O)C3CCCN(S(=O)(=O)c4c(C)noc4C)C3)CC2)c1C (stereo not given) | 10% | -5% | -11% | x | -27% | -8% | x | x | 2% | x | x
Cn1nnnc1Sc1ncnc2scc(-c3ccccc3)c12 | u | -3% | u | i | -9% | -13% | i | i | 1% | i | i
COc1ccccc1NC(=O)CSc1nnc(Cn2c(=O)sc3ccccc32)n1C | 10% | 0% | 10% | x | -1% | -1% | x | x | -7% | x | x
S[C@@H]1CCCN(Cc2ccccc2)C1 | 19%[11.4 µM] | -3%[11.5 µM] | -9%[11.4 µM] | i | -4%[11.5 µM] | 1%[11.5 µM] | i | i | 0%[11.4 µM] | u | i
O=C(Cn1ccc2ccccc2c1=O)NCCC(=O)N1CCN(c2cccc(C(F)(F)F)c2)CC1 | 3% | -1% | 13% | u | u | -1% | i | i | -1% | i | i
CCNc1nc(NC(C)C)nc(OCCNS(=O)(=O)c2cc(C)ccc2C)n1 | u | 1% | -4% | i | 25% | -3% | i | i | -5% | i | u
CCCn1c(NC(=O)C2CCN(S(=O)(=O)c3cccs3)CC2)nc2ccccc21 | u | -1% | 22% | u | 13µM* | -3% | i | i | 0% | i | i
C=C1C2(C(=O)NCc3ccco3)CCC(C2)C1(C)C (stereo not given) | 26% | 1% | -6% | i | -7% | -1% | i | i | -1% | i | i
COc1ccc(NC(=O)NCc2cccnc2)cc1OC | -2% | 1% | -2% | u | 5% | 0% | i | i | 1% | i | i
COc1cccc(C(=O)NC2(C(F)(F)F)N=C3SCCN3C2=O)c1 (stereo not given) | 3% | 0% | 2% | i | -11% | 1% | i | u | 2% | 1.1e-08M* | i
Cc1cc(C)nc(-n2nc(C)cc2NC(=O)c2cc3ccccc3oc2=O)n1 | 9% | 0% | -2% | u | -23% | 0% | i | i | 1% | i | u
CN1CCC[C@H](C(=O)OCC(=O)[C@]2(O)CC[C@@H]3[C@H]4CCC5=CC(=O)CC[C@@]5(C)[C@H]4[C@@H](O)C[C@]32C)C1 | -3%[11.4 µM] | 2%[11.5 µM] | -3%[11.4 µM] | u | 4%[11.5 µM] | -2%[11.5 µM] | i | i | 1%[11.4 µM] | i | i
CCCCn1c(SCC(=O)OCC)nc2c1c(=O)[nH]c(=O)n2C | 10% | 2% | 0% | x | x | 0% | x | x | -2% | x | x
O=C(CSc1nnc2c(Cl)cc(C(F)(F)F)cn12)Nc1ccc2c(c1)OCO2 | 20% | -1% | -5% | u | -8% | -1% | i | i | -1% | i | i
Oc1cccc(Nc2ncnc3ccccc23)c1 | 0% | -3% | -13% | i | -8% | -3% | i | i | -7% | i | i
CCOC(=O)N1CCC(Nc2ncnc3c2cnn3-c2ccccc2)CC1 | -8% | -4% | 1% | u | -3% | 1% | i | i | -1% | i | u
Nc1ccc(F)cc1F | 28% | 0% | -1% | x | -1% | -2% | x | x | x | x | x
CCOC(=O)c1cnn(-c2sc(C(=O)OCC)c(C)c2C(=O)OCC)c1N | u | 0% | u | u | -10% | 0% | i | i | -3% | i | i
N#CC(C(=O)NC1CCCCC1)c1nc2ccccc2nc1N1CCN(c2ccccc2F)CC1 (stereo not given) | x | x | x | u | x | x | i | i | 0%[25.5 µM] | i | i
Clc1ccc(Cl)c(SCCCN2CCNCC2)c1 | 7%[11.4 µM] | -7%[11.5 µM] | 11%[11.4 µM] | u | 1%[11.5 µM] | 1%[11.5 µM] | i | i | 3%[11.4 µM] | i | i
O=C1Nc2ccccc2C(O)(C(=O)NC2CC2)N1c1ccc(Cl)c(Cl)c1 (stereo not given) | 18% | -4% | 1% | i | -4% | 3% | i | i | 1% | i | i
Cc1ccc2cc(CN(CCN3CCCC3)C(=O)Nc3ccccc3)c(=O)[nH]c2c1C | 22% | 0% | 43% | u | -15% | 5% | i | i | 3% | u | u
CCc1nnc(NC(=O)c2nc3nccc(C)n3n2)s1 | 12% | 2% | 2% | u | 2% | 6% | i | i | 1% | u | i
CC(=O)n1cc(Nc2ccccc2C(=O)O)c2ccccc21 | -1% | -5% | 8% | x | 0% | -6% | x | x | -1% | x | x
Cc1[nH]c(=O)c(C#N)cc1-c1ccncc1 | -1% | -1% | u | u | -21% | 1% | i | i | 1% | u | u
Cc1ccc(CNC(=O)CN(C)S(=O)(=O)c2cccc3nsnc23)cc1 | 2% | 1% | -8% | i | -23% | 0% | i | i | -12% | i | i

Screening data (PubChem)
